Bioassay records deposited in PubChem by National Center for Advancing Translational Sciences (NCATS).
GALK inhibitor: inhibitors of human galactokinase (GALK); recombinant GALK, Kinase-Glo ATP luminescence, 1 h; Potency, µM (titrated, usually from 57.5 µM), for inactives: at the highest dose activity, negative = inhibition, most hits filed as inhibitors; 44,000 tested, under 10 active;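 also: plate controls were full GALK reaction for no effect and reaction lacking GALK for full effect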
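5 nM GALK with 35 µM ATP and 100 µM galactose in HEPES pH 8.0, MgCl2, NaCl, DTT, BSA; 1 h RT reaction, remaining ATP detected by Kinase-Glo Plus luminescence after 10 min; qHTS concentration series.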
p53null 32C tox: kills p53 null cells at the permissive temperature | H1299-neo p53 null cells, ATP luminescence, 24 h, 32C | 55,000 tested, 0.62% active | Potency, µM (highest dose often 46.1 µM), for inactives: at the top dose activity change, negative = cytotoxicity, usual class: cytotoxic;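 also: potency is read from the fitted curve at half-maximal effect; 0% = DMSO only and -100% = full killing by 100 µM tamoxifen; nearly all actives have a fitted effect of over 55% in size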
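Cells lacking p53 (H1299-neo) are plated at 600 per well and allowed to settle overnight at 37C. Test compounds (up to 46 uM) are added and held 24 hours at 32C, then ATP is quantified by luminescence.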
NTMT1 inhibitor: blocks human N-terminal methyltransferase 1 activity | Q9BV86 | NTMT1 MTase-Glo SAH luminescence, purified enzyme | Potency, µM (top dose mostly 114 µM), for the others: top-dose activity change, negative = inhibition, actives largely listed as inhibitors | 59,000 tested, 2.5% active | AID 1645870;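 also: potency is read from the fitted curve at half-maximal effect; plate controls were DMSO vehicle for no effect and no enzyme for full effect; nearly all actives have a fitted effect of over 65% in size; many of its hits are not listed in these tables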
Target sequence (Q9BV86 whole entry, looked up): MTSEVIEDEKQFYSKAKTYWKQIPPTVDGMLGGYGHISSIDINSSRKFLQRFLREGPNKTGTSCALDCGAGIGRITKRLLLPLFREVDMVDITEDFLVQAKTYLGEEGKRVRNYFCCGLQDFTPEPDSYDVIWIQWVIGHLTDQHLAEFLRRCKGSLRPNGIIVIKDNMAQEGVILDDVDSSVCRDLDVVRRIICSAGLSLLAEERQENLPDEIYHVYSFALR
B2AR arrestin ag: beta-arrestin recruitment by human beta2-adrenergic receptor ligands; HTLA Tango cells, beta-arrestin recruitment, luciferase luminescence, 18 h; Potency, µM (titrated, usually from 46.1 µM), for the others: top-dose activation, hits mostly activators; 44,000 tested, under 10 active;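 also: potency is read from the fitted curve at half-maximal effect; 0% = DMSO and full agonism = EC100 isoproterenol or metaproterenol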
Target sequence (P07550 whole entry, looked up): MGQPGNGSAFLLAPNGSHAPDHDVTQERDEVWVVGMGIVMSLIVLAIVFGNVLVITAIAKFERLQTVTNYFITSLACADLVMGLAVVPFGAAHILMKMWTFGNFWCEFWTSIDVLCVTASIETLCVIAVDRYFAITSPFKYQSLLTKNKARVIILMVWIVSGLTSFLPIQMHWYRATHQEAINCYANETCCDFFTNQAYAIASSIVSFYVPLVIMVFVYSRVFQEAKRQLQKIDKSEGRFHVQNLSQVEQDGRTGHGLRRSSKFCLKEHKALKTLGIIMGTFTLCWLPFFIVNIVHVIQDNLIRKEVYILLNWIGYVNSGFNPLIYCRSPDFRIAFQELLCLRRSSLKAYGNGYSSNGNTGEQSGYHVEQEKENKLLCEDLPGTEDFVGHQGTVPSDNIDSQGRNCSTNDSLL
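Receptor–beta-arrestin recruitment read by tTA-responsive luciferase: compound titrations (up to 46 µM) incubated 18 h with Tango cells, then luminescent substrate 15 min at room temperature. Concentration-response fits classified by r2, efficacy and activity.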
PTAP-TSG101 blk: inhibitors of HIV-1 PTAP binding to human TSG101, validation | Q99816 | 44,000 tested, under 10 active | Fluorescence polarization, FITC-PTAP peptide/Tsg101, 20 min | AID 1347069 | Potency, µM (series often up to 115 µM), without a hit: at the highest dose activity change, negative = inhibition, usual class: inhibitors; also: potency is read from the fitted curve at half-maximal effect; 0% is about no effect
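Fluorescence polarization binding of Tsg101 binding domain (10 uM final) to FITC-labeled PTAP-motif peptide (50 nM final) in HEPES pH 7.5/NaCl/Tween 20/EDTA/TCEP buffer; 20 min at r.t. Actives by curve class, <25 µM, efficacy <60% inhibition.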
p53null 39C tox: kills p53 null cells at the nonpermissive temperature | H1299 p53-null (neo) cells, 39C, ATPlite viability, 24 h | Potency, µM (highest dose often 46.1 µM), for the others: at the top dose activity, negative = cell killing, actives largely listed as cytotoxic | 55,000 tested, 0.97% active;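 also: potency is read from the fitted curve at half-maximal effect; 0% = DMSO only and -100% = full killing by 100 µM tamoxifen; nearly all actives have a fitted effect of over 50% in size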
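Following overnight plating at 37C (600 cells/well), H1299-neo or H1299-p53A138V cells are dosed up to 46 uM. Incubation lasts 24 hr at 39C before ATP detection.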
FH mod: Identification of activators of human fumarate hydratase by quantitative high-throughput screening; FH coupled MDH/diaphorase resazurin fluorescence, 15 min; Potency, µM (titrated, usually from 79.9 µM), inactives show at the highest dose activity change, negative = inhibition, actives largely listed as inhibitors; 54,000 tested, 0.22% active; Fumarate hydratase, mitochondrial (Homo sapiens), P07954; AID 1347055, 2019; also: potency is read from the fitted curve at half-maximal effect; % is scaled to controls: 0 for no effect and ±100 for the full control effect; the screen sought activators but most active calls are inhibition curves; nearly all actives have a fitted effect of over 45% in size
An asterisk follows results filed as active; ? = inconclusive; [ ] = remark or other dose. Calls follow the shape of the dose curve; as a rule, active = well fitted curve in the direction sought with a large enough effect; inconclusive = small, poorly fitted or top-dose-only effect, or another doubt; inactive = no such curve, though single readings can be large; an effect the other way counts as inactive or inconclusive. Some of the compounds tested. The share of hits here may be higher or lower than overall.

(1) O=C(Nc1nc2c(Cl)cccc2s1)c1ccc(S(=O)(=O)N2CCc3ccccc32)cc1
(2) Cc1cccc(Cn2cccc(C(=O)Nc3ccc4c(c3)OCCO4)c2=O)c1
(3) Cc1cccc(Cn2cccc(C(=O)Nc3nnc(C)s3)c2=O)c1
(4) COc1ccc(NC(=O)CN2C(=O)C(C)N=C(c3ccccc3F)c3cc(Cl)ccc32)c(OC)c1 (centres undefined)
(5) COc1cccc(-n2c(SCC(=O)c3ccc(Cl)cc3)nc3c([nH]c4ccccc43)c2=O)c1
(6) O=C(COc1ccc(Cl)cc1)Nc1ccc(Cl)cc1C(=O)c1ccccc1
(7) N#Cc1cc2c(nc1SCC(=O)Nc1ccc(C(F)(F)F)cc1)C1CCN2CC1
(8) COc1ccc(NC(=O)c2sc3nc4c(cc3c2N)N2CCC4CC2)cc1OC

assay / entry	1	2	3	4	5	6	7	8
p53null 32C tox	45%[activator]	20%	7%	24%	?	2%	-2%	-1%
PTAP-TSG101 blk	3%	5%	-2%	-3%	-2%	-6%	-1%	-5%
B2AR arrestin ag	0%	-1%	-4%	1%	1%	0%	1%	0%
FH mod	-17%	?	-4%	-26%	8%	-13%	-6%	?
NTMT1 inhibitor	11%	?	11%	-25%	4%	-1%	5%	-18%
p53null 39C tox	-5%	?	11%	21%	18%	-11%	-21%	-11%
GALK inhibitor	2%	-2%	-3%	-1%	2%	0%	-2%	2%

(9) COc1ccc(-c2cc(=O)c3cc(OCC(=O)OC(C)C)ccc3o2)cc1
(10) Cn1c(=O)n(C)c2cc(CNCCc3ccc(F)cc3)ccc21
(11) COc1ccc(OC)c(NC(=O)Cn2cc(C(=O)c3ccccc3F)c3ccccc32)c1
(12) Cc1cc(OCC(=O)N2CCN(CCc3ccccn3)CC2)cc(C)c1Cl
(13) O=C1CC(c2ccc(F)cc2)c2c(c3ccccc3oc2=O)O1 (centres undefined)
(14) CCc1ccc(OCC(=O)N2CCN(CCc3ccncc3)CC2)cc1
(15) COc1ccc(C)cc1NC(=O)c1cccn(Cc2cccc([N+](=O)[O-])c2)c1=O
(16) CCOc1ccc(CNC(=O)c2cccc(Nc3nc4ccccc4n4nnnc34)c2)cc1OC

assay / entry	9	10	11	12	13	14	15	16
p53null 32C tox	3.2µM*	-7%	-25%	-10%	-6%	-6%	-3%	-21%
PTAP-TSG101 blk	1%	1%	-1%	-3%	-5%	-1%	-2%	1%
B2AR arrestin ag	1%	-4%	0%	-4%	0%	-4%	-4%	0%
FH mod	-24%	14%	-14%	?	-4%	9%	?	2%
NTMT1 inhibitor	-4%	8%	-13%	-12%	10%	8%	?	-4%
p53null 39C tox	5µM*	14%	-12%	-6%	1%	1%	7%	?
GALK inhibitor	2%	-9%	7%	-9%	6%	-4%	1%	2%

(17) Cc1ccc(NC(=O)C2CCN(C(=O)c3cnn(-c4ccccc4)c3-n3cccc3)CC2)cc1Cl
(18) Cc1cccc(-c2nn3c(=O)cc(CN4CCN(C(=O)COc5ccc(Cl)cc5)CC4)nc3s2)c1
(19) Cc1ccc(Cn2cccc(C(=O)Nc3cc(C)on3)c2=O)cc1
(20) COc1ccc(OC)c(CCNCc2c(C(=O)O)c(C)n(Cc3ccc(F)cc3Cl)c2C)c1
(21) Cc1ccc2oc(=O)c(-c3nc4ccc(C)cc4[nH]3)cc2c1
(22) CCOc1ccc(NC(=O)Cn2cc(C(=O)c3ccccc3)c3ccccc32)cc1
(23) O=C(Nc1cc(C(F)(F)F)cc(C(F)(F)F)c1)c1cccn(Cc2ccccc2Cl)c1=O
(24) CCOc1ccc(CN(CCc2ccc3c(c2)OCO3)Cc2cc(OC)ccc2O)cc1
(25) Cc1nnc(NC(=O)c2cccn(Cc3cccc(Cl)c3)c2=O)s1
(26) Cc1ccc(-n2nc(C)c3c2NC(=O)CSC3c2ccc(O)cc2)cc1Cl (centres undefined)
(27) O=S1(=O)N(Cc2ccccc2)CCCN1Cc1cccc(Cl)c1

assay / entry	17	18	19	20	21	22	23	24	25	26	27
p53null 32C tox	65%[activator]	8%	-6%	1%	-29%	7%	-11%	-5%	-1%	17%	-7%
PTAP-TSG101 blk	2%	-6%	2%	-6%	8%	-1%	-2%	-1%	-2%	-4%	-1%
B2AR arrestin ag	-3%	1%	-3%	?	-1%	0%	-1%	0%	0%	-3%	0%
FH mod	?	-16%	18%	-7%	-14%	-6%	-13%	-43%	2%	?	-17%
NTMT1 inhibitor	11%	-3%	-1%	?	-2%	39%[activator]	-9%	-20%	-9%	?	0%
p53null 39C tox	57%[activator]	-8%	2%	-9%	20µM*	-23%	10%	-18%	-3%	26%	1%
GALK inhibitor	?	0%	-4%	3%	-1%	5%	2%	3%	-1%	0%	-3%

Structures shown so far containing four or more nitrogen atoms (7):
(3) Cc1cccc(Cn2cccc(C(=O)Nc3nnc(C)s3)c2=O)c1
(7) N#Cc1cc2c(nc1SCC(=O)Nc1ccc(C(F)(F)F)cc1)C1CCN2CC1
(8) COc1ccc(NC(=O)c2sc3nc4c(cc3c2N)N2CCC4CC2)cc1OC
(16) CCOc1ccc(CNC(=O)c2cccc(Nc3nc4ccccc4n4nnnc34)c2)cc1OC
(17) Cc1ccc(NC(=O)C2CCN(C(=O)c3cnn(-c4ccccc4)c3-n3cccc3)CC2)cc1Cl
(18) Cc1cccc(-c2nn3c(=O)cc(CN4CCN(C(=O)COc5ccc(Cl)cc5)CC4)nc3s2)c1
(25) Cc1nnc(NC(=O)c2cccn(Cc3cccc(Cl)c3)c2=O)s1

assay / entry	3	7	8	16	17	18	25
p53null 32C tox	7%	-2%	-1%	-21%	65%[activator]	8%	-1%
PTAP-TSG101 blk	-2%	-1%	-5%	1%	2%	-6%	-2%
B2AR arrestin ag	-4%	1%	0%	0%	-3%	1%	0%
FH mod	-4%	-6%	?	2%	?	-16%	2%
NTMT1 inhibitor	11%	5%	-18%	-4%	11%	-3%	-9%
p53null 39C tox	11%	-21%	-11%	?	57%[activator]	-8%	-3%
GALK inhibitor	-3%	-2%	2%	2%	?	0%	-1%
